# High-throughput results as filed in PubChem.
# RECQ1 inh: blocks DNA unwinding by human RECQ1; RECQ1 DNA unwinding, red fluorescence kinetic read; P46063; Potency, µM (doses to about 57.3 µM), without a hit: top-dose activity, negative = inhibition, usual class: inhibitors; 240,000 compounds, 0.54% hits;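 also: plate controls were vehicle for no effect and no enzyme for full effect; nearly all actives have a fitted effect of over 30% in size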
# Target sequence (P46063 whole entry, looked up): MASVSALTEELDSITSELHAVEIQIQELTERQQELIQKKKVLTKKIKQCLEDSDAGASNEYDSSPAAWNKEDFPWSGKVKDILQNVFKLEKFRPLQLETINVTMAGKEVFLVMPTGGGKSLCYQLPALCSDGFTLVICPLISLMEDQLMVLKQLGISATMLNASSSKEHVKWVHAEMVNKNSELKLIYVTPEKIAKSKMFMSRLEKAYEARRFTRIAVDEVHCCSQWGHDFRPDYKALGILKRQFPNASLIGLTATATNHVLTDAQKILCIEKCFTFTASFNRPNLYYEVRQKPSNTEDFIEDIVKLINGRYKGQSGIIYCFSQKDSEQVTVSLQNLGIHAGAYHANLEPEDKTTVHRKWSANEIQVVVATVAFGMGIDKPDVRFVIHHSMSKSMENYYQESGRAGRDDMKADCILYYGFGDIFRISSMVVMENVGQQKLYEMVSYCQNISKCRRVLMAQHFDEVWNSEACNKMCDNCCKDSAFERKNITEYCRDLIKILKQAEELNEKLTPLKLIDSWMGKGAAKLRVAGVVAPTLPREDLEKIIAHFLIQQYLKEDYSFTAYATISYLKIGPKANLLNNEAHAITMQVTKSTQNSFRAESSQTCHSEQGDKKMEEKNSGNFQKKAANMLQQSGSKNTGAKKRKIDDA
#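 50 nM RECQ1T1 preincubated 15 min with compound in Tris pH 8.0 buffer with MgCl2, DTT, Tween-20 and 2.5 ug/ml poly(dI-dC); started with 200 nM TAMRA/BHQ-2 forked duplex and 2 mM ATP. Unwinding read as fluorescence (525/598 nm), two reads 2 h apart.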
# Tau fibril FP: inhibitors of human tau fibril formation; AID 1468; K18 P301L tau heparin fibrillization, Alexa594 FP, 6 h; Potency, µM (titrated, usually from 57.7 µM), for inactives: at the highest dose activity, negative = inhibition, most hits filed as inhibitors; 280,000 compounds, 0.39% hits; P10636; also: % is scaled to controls: 0 for no effect and ±100 for the full control effect; nearly all actives have a fitted effect of over 55% in size
# Target sequence (P10636 561-689 P618L limits assumed): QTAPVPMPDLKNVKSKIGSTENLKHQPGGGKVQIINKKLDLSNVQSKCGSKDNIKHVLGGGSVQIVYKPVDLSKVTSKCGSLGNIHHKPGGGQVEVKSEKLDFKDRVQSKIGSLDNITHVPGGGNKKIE
#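 FP of Alexa 594-tau after heparin (20 uM) induction. Substrate: human K18 P301L, 15 uM unlabeled, 0.24 uM labeled. Buffer 100 mM sodium acetate pH 7. 6 hr, 37 C.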
# TexasRed fluor: alters Texas Red total fluorescence, flagging assay interference; TRb/SRC2 Texas Red total fluorescence interference; Potency, µM (series often up to 106 µM), for the others: at the highest dose fluorescence change, negative = quenching; 280,000 compounds, 0.29% hits; active = well fitted curve in either direction with a large enough effect; inconclusive = small, poorly fitted or top-dose-only effect; also: % is scaled to controls: 0 for no effect and ±100 for the full control effect
#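 Flags fluorescent or light-absorbing compounds by total fluorescence, S + 2P, at 555 nm excitation and 632 nm emission. Mixture: 20 nM Texas Red SRC2 peptide, 0.6 uM human TRb LBD, 1 uM T3, 5% DMSO; compound exposure 5 h at ambient temperature.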
# TRb SRC2 PPI: TRbeta-SRC2 interaction inhibition; P10828; TRbeta-SRC2 peptide binding, fluorescence polarization; receptor liganded with 1 µM T3; Potency, µM (series often up to 106 µM), for inactives: top-dose activity change, negative = inhibition, hits mostly inhibitors; 280,000 compounds, 0.065% hits;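 also: plate controls were bound peptide for no effect and peptide without receptor for full effect; nearly all actives have a fitted effect of over 50% in size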
#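 Each compound concentration gave % activity, normalized to unbound and bound Texas Red SRC2 controls, from polarization read after 5 hr ambient incubation with T3-loaded human TRb LBD.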
# Tau fluor counter: counter-screen for tau fibril formation inhibitors; 280,000 compounds, 0.93% hits; tau K18 P301L Alexa594 fluorescence, heparin fibrillization; Potency, µM (top dose mostly 57.7 µM), without a hit: at the top dose activity change, negative = decrease; AID 1463; also: % is scaled to controls: 0 for no effect and ±100 for the full control effect; nearly all actives have a fitted effect of over 55% in size
#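 Human tau K18 P301L (15 uM unlabeled, 0.24 uM Alexa 594-labeled) in 100 mM sodium acetate pH 7 with 20 uM heparin, 6 hr at 37 C. ThT 30 uM added, 1 hr ambient; Alexa 594 FP and total fluorescence read at 555/632 nm.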
# Tau fibril ThT: blocks human tau fibril formation measured by thioflavin T. P10636. recombinant tau K18 P301L, heparin-induced fibrillization, ThT fluorescence. Potency, µM (titrated, usually from 57.4 µM), for inactives: top-dose activity, negative = inhibition, hits mostly inhibitors. 270,000 compounds, 2.1% hits; also: % is scaled to controls: 0 for no effect and ±100 for the full control effect; nearly all actives have a fitted effect of over 55% in size
#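 Using a mix of unlabeled (15 uM) and Alexa 594-labeled (0.24 uM) tau K18 P301L, heparin-triggered fibrillization over 6 hr at 37 C was scored by ThT fluorescence.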
# L3MBTL1 block: blocks human L3MBTL1; Q9Y468; AlphaScreen L3MBTL1–H3K9me1 peptide binding; Potency, µM (series often up to 57.1 µM), without a hit: at the top dose activity, negative = inhibition, usual class: inhibitors; 230,000 compounds, 0.66% hits; also: % is scaled to controls: 0 for no effect and ±100 for the full control effect; nearly all actives have a fitted effect of over 60% in size
#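 Read-out is AlphaScreen signal from streptavidin donor and nickel chelate acceptor beads (10 ug/mL final each) bridging L3MBTL1 (50 nM) and biotinylated K9-monomethylated H3(1-15) peptide (75 nM), after 30 min compound exposure at room temperature.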
# HTT cytoprotect: cytoprotection in Huntington HTT-Q103 PC12 cell model. Potency, µM (doses to about 56.4 µM), for inactives: cytoprotection (ATP increase), hits mostly activators. PC12 HTT-Q103 induced, cytoprotection, ATP luminescence, 40 h. 230,000 compounds, 0.14% hits;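 also: % of control where 0% means no effect; nearly all actives have a fitted effect of over 45% in size; toxic huntingtin expression switched on by the ecdysone agonist tebufenozide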
#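 Rat PC12, Q103 Htt exon1-GFP fusion, ecdysone promoter; tebufenozide inducer 100 nM final; compound titration; qHTS, 1500 cells/well; ATPlite luminescent read.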
# Starred values were filed as active, the others as inactive; i = inactive; ? = inconclusive; / = no result given; [ ] = remark or other dose. Unless noted, calls follow the shape of the dose curve; as a rule, active = well fitted curve in the direction sought with a large enough effect; inconclusive = small, poorly fitted or top-dose-only effect, or another doubt; inactive = no such curve, though single readings can be large; an effect the other way counts as inactive or inconclusive. Potency is read from the fitted curve at half-maximal effect.
entry | Compound | RECQ1 inh | Tau fibril FP | TexasRed fluor | TRb SRC2 PPI | Tau fluor counter | Tau fibril ThT | L3MBTL1 block | HTT cytoprotect
1 | Cc1ccc(C)c(N2CCN(C(=O)c3c4c(nc5ccccc35)C(=O)N(C3CCCCC3)C4)CC2)c1 | / | 2% | ? | -5% | 0% | ? | / | /
2 | COc1cc(CC(=O)Nc2cccc(C(F)(F)F)c2)cc(OC)c1OC | i | -7% | -1% | -2% | -6% | 3% | -4% | 0%[10 µM]
3 | CN1CC2([N+](=O)[O-])CC=C(OCCO)C([N+](=O)[O-])(C1)C2 (configuration not stated) | -4% | 1% | 1% | -9% | 3% | 1% | 4% | /
4 | c1ccc(Cn2nnnc2CN2CCOCC2)cc1 | -1% | 1% | -2% | 2% | 5% | 7% | 2% | -8%
5 | Cc1cccc(-n2c(O)c(C=Nc3ccccc3-c3n[nH]c(=S)[nH]c3=O)c3ccccc3c2=O)n1 | -3% | -4% | -3% | -2% | -15% | ? | -9% | -6%[10 µM]
6 | CCc1ccc(C(=O)CCC2CCCCC2=O)cc1 (configuration not stated) | -5% | -6% | 1% | -3% | -15% | -18% | / | 9%
7 | CCOc1ccc(N(CC(=O)NC2CCCCCC2)S(=O)(=O)c2c(C)[nH]c(=O)[nH]c2=O)cc1 | -17% | -5% | 2% | 2% | -5% | -10% | 2% | 3%[10 µM]
8 | Cc1ccc(OCC(=O)Nc2ccc(C(=O)OCc3cc(=O)n4ccsc4n3)cc2)cc1C | / | ? | -1% | 3% | ? | -11% | / | /
9 | COc1ccc(N2CCN(C(=O)c3c(C)oc4ncn(CC(C)C)c(=O)c34)CC2)cc1 | / | 6% | 1% | 3% | -6% | -9% | / | /
10 | CC(=O)NC1(C(F)(F)F)C(=O)N(Cc2ccccc2)C2=C1C(=O)CC(C)(C)C2 (configuration not stated) | -6% | -1% | -3% | -2% | -3% | -3% | 4% | 17%
11 | C/C(=N\NC(=S)Nc1ccc(C(C)C)cc1)c1ccc2c(c1)OCO2 | 5% | 11% | -5% | -4% | ? | ? | -11% | /
12 | Cc1ccc(C)c(S(=O)(=O)N2CCC(c3nc4c(nnn4Cc4ccc(F)cc4)c(=O)[nH]3)CC2)c1 | -17% | -10% | 1% | 2% | -24% | -10% | -1% | -62%[inhibitor]
13 | O=C(O)c1cccc(NC(=O)C2C3C=CC(C3)C2C(=O)O)c1 (configuration not stated) | 11% | -6% | -7% | 4% | -14% | -4% | ? | -21%
14 | Cn1c(SCC(=O)C(C)(C)C)nnc1-c1ccncc1 | -9% | -5% | -7% | -7% | -6% | -5% | / | 6%
15 | Cc1ccc2c(c1)N(CC(=O)NCCc1c[nH]c3ccccc13)C(=O)CO2 | -11% | 8% | -3% | -4% | -3% | -7% | / | -10%
16 | O=C1Nc2ccc(Br)cc2C1(O)Cc1ccccn1 (configuration not stated) | -3% | -5% | 1% | 11% | -3% | 2% | 3%[11.4 µM] | -18%[10 µM]
17 | Cc1nn(Cc2c(Cl)cccc2Cl)c(C)c1NC(=O)c1cc(C(C)C)on1 | -8% | -1% | 4% | 3% | 7% | 3% | 5% | -20%
18 | CCOC(=O)C1CCN(C(=O)c2ccccc2NS(=O)(=O)c2ccc(F)cc2)CC1 | 1% | 3% | 0% | 1% | -6% | -6% | 14% | 5%[10 µM]
19 | O=C(NCCO)c1ccc2c3n(nc2c1)-c1ccc(Cl)cc1CO3 | i | -9% | -5% | -1% | 1% | -17% | / | -17%[10 µM]
20 | CCCc1ccc2c(N)c(C#N)sc2n1 | i | 4% | 1% | -9% | -10% | -11% | 5% | -13%
21 | Cc1nnc(SCC(=O)Nc2ccc3c4c(cccc24)CC3)n1C | i | -1% | 1% | -6% | -1% | -9% | -3% | 2%
22 | COc1cccc(/C=N/NC(=O)c2ccc3nc[nH]c3c2)c1 | -3% | 2% | -1% | -2% | -9% | ? | -1% | -11%[10 µM]
23 | Clc1ccc(/C=N/Nc2ncnc3ccccc23)cc1Cl | i | ? | -5% | -8% | ? | ? | -10% | -4%
24 | O=C(CCS(=O)(=O)c1cc(Br)cc2c1N(C(=O)C1CC1)CC2)NCc1ccccc1Cl | / | 5% | -1% | 0% | -10% | -12% | / | /
25 | CC1(C)Cc2c(sc3ncn4c(=S)[nH]nc4c23)CO1 | -1% | ? | -7% | -3% | -14% | -15% | / | -45%[inhibitor]
26 | CCc1cccc2c(N=O)c(O)[nH]c12 | -2% | 6% | -7% | 5% | 3% | -13% | 5% | 6%[10 µM]
27 | COc1cccc(C2c3c(oc4ccccc4c3=O)C(=O)N2CCCN2CCOCC2)c1 (configuration not stated) | -10% | 2% | -3% | 9% | -10% | -15% | 3% | 0%
28 | COC(=O)c1ccccc1NC(=O)C1CCN(S(C)(=O)=O)CC1 | -2% | 7% | -1% | -9% | -9% | -15% | 3% | -11%[10 µM]
29 | CC1CCN(c2c(NCc3ccc(C(=O)NCc4ccco4)cc3)c(=O)c2=O)CC1 | 0% | -7% | 0% | 0% | -13% | -6% | -2% | /
30 | O=C(CCNC(=O)Cn1cnc2ccccc2c1=O)NCC1CCCO1 (configuration not stated) | -4% | -6% | 2% | 3% | -4% | -1% | -15% | -27%
31 | COc1ccccc1NC(=O)Nc1ccc(Cl)c(S(=O)(=O)Nc2ccccc2OC)c1 | -16% | 28µM* | -1% | 4% | 3.2µM*[quencher] | -6% | 0% | 27%[10 µM]
32 | CC1=C(C(=O)NC(C)CCc2ccccc2)C2(CCC(C)CC2)OC1=O (configuration not stated) | -3% | -7% | -2% | -10% | -14% | -11% | / | -17%
33 | O=C(CSc1nnc2c(n1)[nH]c1ccccc12)Nc1ccc2c(c1)OCO2 | -18% | -1% | -2% | -10% | ? | ? | / | -7%
34 | CC1(c2ccc3c(c2)OCO3)NC(=O)N(CC(=O)NCCC2=CCCCC2)C1=O (configuration not stated) | -5% | -5% | -2% | 4% | -6% | -4% | 8% | -11%
35 | O=C(N[C@@H](Cc1ccccc1)C(=O)NC1CCCCCC1)c1ccco1 | i | -2% | 2% | -19% | -6% | -9% | / | -27%
36 | O=C(N/N=C/c1cccs1)C(=O)Nc1cccc(Cl)c1 | i | 4% | -6% | -3% | -3% | -15% | 0% | -40%
37 | S=C(Nc1cccc(Cl)c1)Nc1cccc2cnccc12 | 0% | 7% | 0% | 16% | 4% | 3% | ? | -98%[inhibitor][10 µM]
38 | Clc1ccc(OCc2nc(-c3ccncc3)no2)c(Br)c1 | -5% | -6% | -4% | -9% | -29% | ? | 24% | 4%[10 µM]
39 | COc1ccc(O)c(C(=O)/C=C/c2cc3ccccc3o2)c1 | -6% | 8% | -1% | 4% | ? | ? | / | /
40 | CCc1ccccc1NNC(=O)c1snnc1C | -6% | -7% | -6% | -5% | -9% | -7% | 0% | 3%[10 µM]
41 | Cc1ccc(-c2noc(-c3nnn(CC(=O)Nc4cc(C)cc(C)c4)c3N)n2)cc1 | / | -10% | -1% | -3% | 10% | 13% | / | /
42 | CCc1ccc2c(c1)[C@H]1OCC[C@H]1[C@@H](c1cccs1)N2 | 1% | 11% | -1% | -1% | -22% | -16% | -15% | /
43 | CCOC(=O)c1nc2cc3n(c(CC(C)C)c-2c1C)CC(C)=C3C | -16% | 3% | ? | ? | 4% | -15% | -1% | 31%[10 µM]
44 | COc1ccc(C/C(=N\O)c2ccc(OC)cc2)cc1 | -7% | 0% | -2% | -13% | -19% | -14% | 1% | -50%[inhibitor]

# Filtered by structure, the entries above containing an NH in an aromatic ring (eight)
entry | Compound | RECQ1 inh | Tau fibril FP | TexasRed fluor | TRb SRC2 PPI | Tau fluor counter | Tau fibril ThT | L3MBTL1 block | HTT cytoprotect
5 | Cc1cccc(-n2c(O)c(C=Nc3ccccc3-c3n[nH]c(=S)[nH]c3=O)c3ccccc3c2=O)n1 | -3% | -4% | -3% | -2% | -15% | ? | -9% | -6%[10 µM]
7 | CCOc1ccc(N(CC(=O)NC2CCCCCC2)S(=O)(=O)c2c(C)[nH]c(=O)[nH]c2=O)cc1 | -17% | -5% | 2% | 2% | -5% | -10% | 2% | 3%[10 µM]
12 | Cc1ccc(C)c(S(=O)(=O)N2CCC(c3nc4c(nnn4Cc4ccc(F)cc4)c(=O)[nH]3)CC2)c1 | -17% | -10% | 1% | 2% | -24% | -10% | -1% | -62%[inhibitor]
15 | Cc1ccc2c(c1)N(CC(=O)NCCc1c[nH]c3ccccc13)C(=O)CO2 | -11% | 8% | -3% | -4% | -3% | -7% | / | -10%
22 | COc1cccc(/C=N/NC(=O)c2ccc3nc[nH]c3c2)c1 | -3% | 2% | -1% | -2% | -9% | ? | -1% | -11%[10 µM]
25 | CC1(C)Cc2c(sc3ncn4c(=S)[nH]nc4c23)CO1 | -1% | ? | -7% | -3% | -14% | -15% | / | -45%[inhibitor]
26 | CCc1cccc2c(N=O)c(O)[nH]c12 | -2% | 6% | -7% | 5% | 3% | -13% | 5% | 6%[10 µM]
33 | O=C(CSc1nnc2c(n1)[nH]c1ccccc12)Nc1ccc2c(c1)OCO2 | -18% | -1% | -2% | -10% | ? | ? | / | -7%

# These rows are one share of the data. The share of hits here may be higher or lower than overall.
